From PubChem
ADAM17 inh = ADAM17 inhibitors, primary screen, biochemical, QFRET. recombinant ADAM17, EDANS/DABCYL FRET peptide cleavage. inhibition, % at 6.95 µM. 370,000 tested, 0.83% active;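 active means inhibition above the mean of compounds lying between control limits plus 3 SD, set per campaign, cut at about 8.5% in these data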;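 further: 0% = DMSO-only wells as the low control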
PLC-beta3 inh = human PLC-beta3 inhibitors, primary screen, biochemical, fluorescence; Purified PLC-beta3, fluorogenic substrate; inhibition, % at 12.2 µM; 370,000 tested, 0.18% active; AID 720704, 2013; in the data active means inhibition above about 11%;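 further: 0% = median of compound wells on plate and 100% = full blocker control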
MBD2 DNA inh = inhibitors of MBD2 binding to methylated DNA, primary screen, biochemical, TR-FRET, DNA-binding domain, human. AID 686964, 2013. inhibition, % at 4.4 µM. 370,000 tested, 0.31% active. Methyl-CpG-binding domain protein 2 (Homo sapiens), Q9UBB5. MBD2 binding to methylated oligonucleotide; in the data active means inhibition above about 13%
Target sequence (Q9UBB5 whole entry, looked up, the tested form may be a part): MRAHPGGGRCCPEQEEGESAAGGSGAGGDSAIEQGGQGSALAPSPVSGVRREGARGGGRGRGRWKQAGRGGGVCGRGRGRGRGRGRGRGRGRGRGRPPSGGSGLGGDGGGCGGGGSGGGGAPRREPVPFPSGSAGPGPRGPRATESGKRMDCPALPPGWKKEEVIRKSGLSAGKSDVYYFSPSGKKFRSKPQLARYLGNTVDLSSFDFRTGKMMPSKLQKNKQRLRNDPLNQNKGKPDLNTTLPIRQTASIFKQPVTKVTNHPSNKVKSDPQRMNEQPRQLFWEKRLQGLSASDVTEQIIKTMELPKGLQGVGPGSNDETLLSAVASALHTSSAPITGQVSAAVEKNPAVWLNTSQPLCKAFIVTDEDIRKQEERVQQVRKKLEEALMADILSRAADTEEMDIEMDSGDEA
ssDAF12 agonist = S. stercoralis DAF-12 nuclear receptor activators, primary screen, cell-based, luminescence, HEK293, GRIP1 co-expression, lit1-tk-luc; HEK293 ssDAF-12/GRIP1 lit1-tk-luc reporter; % of 3 µM dafachronic acid response; activation, % at 6.8 µM; 370,000 tested, 1% active;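 active means activation above the mean over all tested compounds plus 3 SD, cut at about 0.9% in these data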;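 further: 0% = DMSO-only wells and 100% = 3 µM delta7-dafachronic acid wells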
SMARCA2 act = SMARCA2 (BRM) function activators, primary screen, cell-based, luminescence, high throughput; MG213 cells, MMTV-luciferase reporter, dexamethasone, overnight; activation, % at 9.1 µM; 370,000 tested, 1% active; in the data active means activation above about 7.8%;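 further: 0% = vehicle wells and 100% = reference activator wells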
hgDAF12 agonist = H. glycines DAF-12 receptor agonists, primary screen, cell-based, luminescence, HEK293, GAL4 fusion, UAS-luciferase. HEK293 GAL4-hgDAF12 UAS-luciferase reporter, agonist luminescence; normalized to butyrate control. 370,000 tested, 1.8% active. Nuclear hormone receptor DAF-12 (Heterodera glycines), GAL4 fusion. activation, % at 6.8 µM;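 active means activation above a cutoff set at the mean of all screened compounds plus 3 SD, cut at about 10% in these data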;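 further: 0% = DMSO wells and 100% = sodium butyrate wells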
NR1D1 modulator = modulators of Rev-erb alpha DNA binding, primary screen, biochemical, FITC-DNA, fluorescence polarization, uHTS. AID 1259318, 2017. activity, % at 10 µM. Rev-erbα–FITC-DNA binding, 90 min. Nuclear receptor subfamily 1 group D member 1 (Homo sapiens), P20393. 370,000 tested, 0.79% active;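 active means activity above about 14%, limit read from the data; passing the limit was not always enough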;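 further: 0% = DMSO wells with 35 nM protein and 100% = DMSO wells with 750 nM protein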
hcDAF-12 act = H. contortus DAF-12 nuclear receptor activators, primary screen, cell-based, luminescence, HEK293, lit1-tk-luc reporter; 370,000 tested, 1.4% active; activation, % at 6.8 µM; HEK293 hcDAF-12 lit1-tk-luc reporter; 0% DMSO, 100% Δ7-dafachronic acid;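 active means activation above the mean of all tested compounds plus 3 SD, cut at about 5.5% in these data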;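 further: 100% = response to 3 µM Δ7-dafachronic acid high control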
DAX1 inh-1 = DAX1 (NR0B1) inhibitors on StAR promoter, primary screen, cell-based, luminescence, SF-1 (NR5A1), full-length DAX-1 | HEK293T StAR-luciferase reporter, SF-1/DAX-1 repression relief | inhibition, % at 6.8 µM | 370,000 tested, 1.1% active | AID 652010, 2013;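 active means inhibition above the mean over all tested compounds plus 3 SD, cut at about 3.6% in these data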;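 further: 0% = DAX-1 cells with DMSO and 100% = cells lacking DAX-1 with DMSO; higher inhibition means more luminescence from relief of DAX-1 repression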
PLC-gamma1 inh = PLC-gamma1 enzyme inhibitors, primary screen, biochemical, fluorescence, purified enzyme; 1-phosphatidylinositol 4,5-bisphosphate phosphodiesterase gamma-1 (Homo sapiens), P19174; fluorogenic substrate; inhibition, % at 12.2 µM; 370,000 tested, 0.84% active; in the data active means inhibition above about 9.5%
DAX1 inh-2 = DAX1 (NR0B1) inhibitors, primary screen, cell-based, HEK293, Gal4-DAX1, luciferase luminescence; Nuclear receptor subfamily 0 group B member 1 (Homo sapiens), P51843; HEK293 Gal4-DAX1 luciferase reporter; inhibition, % at 6.75 µM; 340,000 tested, 0.99% active; AID 504766, 2011;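 active means inhibition above the mean over all tested compounds plus 3 SD, cut at about 4.2% in these data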;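 further: 0% = DAX1-transfected cells with DMSO and 100% = empty-vector control cells with DMSO; inhibition shows as a rise in luminescence from relieved DAX1 repression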
Target sequence (P51843 207-470 limits assumed): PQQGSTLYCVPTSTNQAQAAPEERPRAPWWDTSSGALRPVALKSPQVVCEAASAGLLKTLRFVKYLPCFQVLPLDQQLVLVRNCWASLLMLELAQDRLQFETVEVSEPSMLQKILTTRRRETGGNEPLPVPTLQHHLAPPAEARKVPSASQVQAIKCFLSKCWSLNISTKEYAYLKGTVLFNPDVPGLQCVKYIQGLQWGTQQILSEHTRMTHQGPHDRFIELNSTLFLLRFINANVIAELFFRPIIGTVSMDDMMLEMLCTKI
* marks the source's active call; other numbers are inactive results; i = inactive; . = not tested or not shown; & = joins results of further samples.

Each structure is followed by: ssDAF12 agonist	DAX1 inh-2	DAX1 inh-1	MBD2 DNA inh	hgDAF12 agonist	NR1D1 modulator	ADAM17 inh	PLC-gamma1 inh	hcDAF-12 act	PLC-beta3 inh	SMARCA2 act
> CCn1cc(S(=O)(=O)Nc2ccc(Cl)cc2F)cn1
  0.1	0.3	-0.6	-3	-2.4	2	-1	-2	-0.7	-6	-3
> O=C(COc1ccc([N+](=O)[O-])cc1)NCc1cccnc1
  -1.2	-0.3	0.3	3	0.3	3	1	5	-2.1	5	-3
> Cc1cc(S(=O)(=O)N(C)CCc2ccccc2)ccc1-n1cnnn1
  -1.7	0.2	-0.1	-1	-1.6	1	0	6	0.5	5	0
> Cn1nc(C(C)(C)C)cc1C(=O)N1CCCCC1c1cc(C(=O)Nc2ccc3c(c2)OCO3)no1 (stereo not drawn)
  -1.1	.	-2.4	-5	-1.0	-2	4	1	-2.6	3	-6
> COc1ccc(C(=O)NNC(=O)C2CC=CCC2)cc1 (stereo not drawn)
  -0.7	1.4	0.1	-6	6.3	0	-1	0	0.5	-5	1
> CC1CCCCC1NC(=O)c1cccc(N2C(=O)C3C4C=CC(C4)C3C2=O)c1 (stereo not drawn)
  -1.8	-1.8	-4.8	0	-4.2	-9	-2	0	-3.6	0	-3
> CCOc1cc(-c2ccccc2)nc(N)n1
  -0.9	0.1	0.2	-3	3.5	-6	-2	1	2.5	-1	4
> CCCCCCSc1cccc(-c2nc3ccccn3c2NCc2ccccc2)c1
  -0.9&-0.5	1.0	0.1&0.3	1&3	-0.3&0.1	3&-7	-72&-77	i	-0.3&0.2	i	0&-4
> CCCn1c(N)c(C(=O)COc2ccc(Br)cc2F)c(=O)n(C)c1=O
  -1.6	-0.8	-0.3	4	0.9	-5	3	1	-1.3	2	-5
> COc1ccc(C=C(C(C)=O)C(C)=O)cc1OC
  -1.5	0.8	-0.8	-1	-0.8	-4	0	0	-1.6	-1	4
> CCOC(=O)c1c(NC(=O)C2c3ccccc3Oc3ccccc32)sc(C(N)=O)c1C
  -0.8	-0.4	-0.8	5	0.4	41*	-1	3	-1.0	0	0
> Clc1ccc(C2=CSC3=NCCN23)c(Cl)c1
  -0.1	1.5	-0.1	3	2.0	0	-3	0	0.9	-9	-4
> Cc1c(N=NC2=C(O)CC(C)(C)CC2=O)c(=O)n(-c2ccccc2)n1C
  -1.1	-1.6	-0.4	0	0.2	0	0	2	0.5	4	-1
> C=Cn1ccnc1CC(O)c1ccc(OC)cc1 (stereo not drawn)
  -1.3	5.8*	0.5	-3	-2.0	0	-4	2	-0.5	-7	3
> Cc1cc(=O)n2nc(N3CCC(C(=O)N4CCN(Cc5ccccc5)CC4)CC3)sc2n1
  -1.1	0.3	0.8	-1	0.4	-3	-2	0	-1.4	-1	0
> COc1ccc(-c2csc(NC(=O)CCNC(=O)c3ccco3)n2)cc1
  -1.9	-1.1	-0.7	-4	-0.3	-1	-8	-3	0.1	-4	7
> CC1(C)CC(=O)N(CC(=O)NCc2ccccc2)c2ccccc2S1(=O)=O
  -1.5	-0.4	-0.1	3	1.1	3	-2	-1	14*	-1	-2
> CCOC(=O)NC(=O)CSc1nc(-c2ccc(C)c(C)c2)cn1-c1ccccc1
  -0.5	0.8	1.8	-1	10.0	-2	0	-24	5.7*	-26	6
> Cc1cccc(CCNC(=O)C2CCC(=O)N(Cc3ccc(Cl)cc3)C2)n1 (stereo not drawn)
  -1.1	1.3	-0.9	-1	-0.1	-1	-3	-2	-0.5	-7	-1
> C=CCSc1nc(Cc2ccc(Cl)cc2)nc2ccccc12
  -0.7	-0.2	-0.5	-2	-2.1	13	-2	-2	-0.3	4	0
> COC(=O)C(Cc1ccccc1)NS(=O)(=O)c1ccccc1Br (stereo not drawn)
  -0.8	1.7	0.5	-3	2.8	3	-6	-1	1.6	-3	1
> COCCCN1C(=O)C(CC(=O)NC(c2ccccc2)c2ccccc2)CC(C(=O)N2CCOCC2)=C1C (stereo not drawn)
  0.0	2.0	0.5	0	0.1	5	-6	2	-1.1	0	-2
> COc1ccc(CCNC(=O)Nc2nnc([C@H]3C[C@H](O)[C@@H](CO)O3)s2)cc1OC
  -0.8	.	-0.4	-4	-1.8	3	-3	3	-1.4	0	-2
> CCCCOc1ccc(Cc2c(O)nc(SC)[nH]c2=O)cc1
  -0.8	-1.3	0.2	0	-1.3	3	-6	-4	-1.8	-7	0
> COc1ccc(Nc2ccc3ccccc3c2)cc1
  2.5*	3.1	3.9*	7	18*	0	-49	-162	1.9	-230	2
> Cc1nc2oc3ccc(F)cc3c(=O)c2cc1C(=O)O
  -0.9	0.5	-0.3	3	2.0	-6	-15	-4	-1.9	-13	1
> O=C(O)CC1CCC(=C(Cl)Cl)C1 (stereo not drawn)
  -0.9	-0.1	-0.6	-2	-1.3	5	-4	0	3.3	1	-1
> CC(=O)c1ccc(S(=O)(=O)NCCC(=O)NCCc2c[nH]c3ccccc23)cc1
  0.1	0.0	0.1	-5	1.2	-7	2	-5	3.3	-15	-1
> Cc1ccc(NC(=O)c2sc3nc4c(c(-c5ccco5)c3c2N)CCC4)cc1
  -1.6	-0.8	-1.0	-1	-0.8	-1	-2	-258	-1.9	-308	0
> COc1cccc(N2CC(C(=O)NCc3n[nH]c(=O)c4ccccc34)CC2=O)c1 (stereo not drawn)
  -0.8	0.0	2.0	4	0.9	0	-6	-1	1.1	-4	0
> O=C(Nc1ccccc1Cl)c1cc(C2CCCCN2C(=O)CCCc2ccccc2)on1 (stereo not drawn)
  -0.7	.	-1.4	1	4.6	1	4	0	1.4	-2	-2
> O=C(N/N=C\c1ccc(CN(Cc2ccc(Cl)cc2)S(=O)(=O)c2ccccc2)o1)C(=O)Nc1ccc(F)cc1
  -0.6	1.6	0.4	-2	1.6	-1	-3	-1	-1.2	-1	3
> Cc1cc2cc(C)c(NCCNC(=O)c3ccccc3)nc2cc1C
  -1.6	-1.4	-1.0	-4	-2.5	9	-27	-8	-1.9	-10	4
> COc1ccc(CN(C)C(=O)c2cccc(S(=O)(=O)N3CCc4ccccc43)c2)c(OC)c1
  -1.1	-0.5	0.3	4	-1.8	2	0	-2	0.1	-3	-2
> COc1ccc2c(c1)CCCN2C(=O)C1CCCN(S(=O)(=O)c2c(C(C)C)cc(C(C)C)cc2C(C)C)C1 (stereo not drawn)
  -1.3	.	-0.4	7	-3.0	13	-2	1	0.4	-2	-3
> Nc1nc(-c2ccc(C(=O)O)cc2)cs1
  -0.6	0.1	0.0	3	-0.5	-3	-20	-56	0.8	-65	-3
> CC(=O)N/C(=C\c1ccccc1)C(=O)OCC(=O)N1CCCCCC1
  -1.6	-1.2	0.0	-5	-1.7	-7	0	-4	3.9	-1	1
> Cn1cncc1COC(=O)c1ccc(Cl)cc1
  -1.3	-0.7	0.1	-4	-0.2	8	-5	0	-1.2	-4	-3
> COC(=O)/C=C1\NC(=O)C(C)S1 (stereo not drawn)
  0.2	3.2	0.7	1	1.3	-8	1	1	0.6	3	0
> O=C(CN1C(=O)c2cccc3cccc1c23)NCC1CCCO1 (stereo not drawn)
  -1.1	-0.6	0.3	-3	-1.1	-5	-21	-313	-2.0	-373	0
> O=S(=O)(/N=C(/Nc1cccc2ccccc12)c1ccccc1)c1ccccc1
  -0.3	2.0	-0.3	3	1.3	3	4	6	0.8	-1	0
> CCOc1ccc(CN2C(=O)c3ccccc3Sc3ccc(C(=O)NCCCN4CCOCC4)cc32)cc1
  -0.7	-0.8	-0.6	-3	0.6	-3	0	1	-1.1	-13	-2
> Cc1ccccc1N1CC(C(=O)N2CCCCCC2)CC1=O (stereo not drawn)
  -1.4	0.1	1.4	-7	-0.9	5	-1	-1	-1.0	3	2
> CCCNc1nc(Nc2ccc(C)c(Cl)c2)c2cnn(C)c2n1
  -1.2	-2.8	-0.8	-2	-4.9	4	-3	-28	-2.1	-57	-1
> O=C(COc1ccc2c(-c3ccccc3)cc(=O)oc2c1)NCC1CCC(C(=O)O)CC1 (stereo not drawn)
  -1.6	4.2	-0.3	-7	0.9	1	-5	-3	-0.1	-4	-1
> CC(=O)c1cc(NC(=O)c2ccc(C)cc2)c(=O)oc1C
  -0.1	0.0	-0.3	4	4.8	1	-8	-8	0.0	-12	5
> COC(=O)C1=C(C)N(Cc2cccc(C(F)(F)F)c2)C(=NCc2ccc3c(c2)OCO3)NC1c1cccc(Cl)c1 (stereo not drawn)
  -0.6	.	-0.1	4	-0.3	1	-1	3	-1.6	0	-6

Retrieved by compound from above:
Each structure is followed by: ssDAF12 agonist	DAX1 inh-2	DAX1 inh-1	MBD2 DNA inh	hgDAF12 agonist	NR1D1 modulator	ADAM17 inh	PLC-gamma1 inh	hcDAF-12 act	PLC-beta3 inh	SMARCA2 act
> CCOc1cc(-c2ccccc2)nc(N)n1
  -0.9	0.1	0.2	-3	3.5	-6	-2	1	2.5	-1	4
> COc1ccc(C(=O)NNC(=O)C2CC=CCC2)cc1 (stereo not drawn)
  -0.7	1.4	0.1	-6	6.3	0	-1	0	0.5	-5	1
